# Screening data as filed in PubChem BioAssay.
# M1 ag parental – nonselective activator or artifact in parental CHO-K1 cells. hit rate 0.48% among 360,000. Fluo-8 calcium fluorescence; scaled to maximal ATP response, vehicle zero. activation, % at 3 µM; in the data active = activation above about 15%;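 also: untransfected CHO-K1 host cells lacking M1 receptor as counterscreen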
# OXTR potentiate – potentiators of human oxytocin receptor; P30559; CHO-OTR cells, Fluo-8 calcium fluorescence, potentiator mode; 0% = oxytocin EC15, 100% = EC100; activation, % at 3 µM; hit rate 0.061% among 320,000;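 active = activation above that plate's cutoff, the mean activation of tested compounds plus 3 SD, cut at about 6.6% in these data, passing the limit was not always enough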;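 also: 100% uses oxytocin at 75 nM as the full agonist control; some results filed as inactive read as strong as hits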
# Target sequence (P30559 whole entry, looked up): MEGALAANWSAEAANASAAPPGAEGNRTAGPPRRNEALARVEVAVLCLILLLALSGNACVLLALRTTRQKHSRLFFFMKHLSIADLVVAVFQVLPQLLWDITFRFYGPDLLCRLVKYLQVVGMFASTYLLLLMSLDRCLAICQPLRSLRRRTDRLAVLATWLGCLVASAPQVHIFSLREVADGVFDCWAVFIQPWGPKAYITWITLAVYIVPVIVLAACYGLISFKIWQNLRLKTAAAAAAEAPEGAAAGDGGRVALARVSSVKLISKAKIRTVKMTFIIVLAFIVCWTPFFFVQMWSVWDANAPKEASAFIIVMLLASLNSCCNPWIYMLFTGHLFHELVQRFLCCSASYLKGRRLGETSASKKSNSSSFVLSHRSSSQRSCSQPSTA
#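 Measured by – Fluo-8 calcium dye fluorescence · Test system – human OTR in CHO cells · Dosing – one concentration, 3.0 µM compound · Controls – EC15 oxytocin alone as 0%, 75 nM oxytocin as 100% · Evaluation – normalized max/min fluorescence ratio, % activation · Timing – 6 min pre-incubation, 100 s read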
# CHRM1 agonist – human M1 muscarinic receptor agonism | P11229 | CHO-K1 hM1, Fluo-8 calcium fluorescence, agonist mode; 0% DMSO, 100% acetylcholine EC100 | activation, % at 3 µM | hit rate 0.33% among 360,000 | AID 588814;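 active = activation above the run's mean compound activation plus 3 SD, cut at about 16% in these data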;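 also: peak over basal fluorescence ratio within a 140 s kinetic read after compound addition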
# CHO-K1 Ca antag – counter-screen for M1 antagonists: effect in parental CHO-K1 cells; hit rate 0.6% among 360,000; inhibition, % at 3 µM; ATP-induced calcium, Fluo-8 fluorescence;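 active = inhibition above a per-plate cutoff, the plate's mean sample inhibition plus 3 SD, cut at about 24% in these data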;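 also: 0% = DMSO plus EC80 ATP and 100% = DMSO alone without ATP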
# V1R ag counter – V1a receptor agonism, counter-screen for OXTR agonists. hit rate 0.25% among 320,000. CHO-V1R cells, Fluo-8 calcium fluorescence, agonist mode; 0% DMSO, 100% 3 nM vasopressin. P37288. activation, % at 3 µM;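 active = activation above the mean activation of all tested compounds plus 3 SD, per screening run, cut at about 20% in these data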;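 also: signal is peak over basal fluorescence ratio across a 100 second FLIPR read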
# TAAR1 ag – agonists of human TAAR1. hit rate 0.99% among 360,000. CHO RD-HGA16 TAAR1, Fluo-8 calcium fluorescence; vehicle wells 0%, saturating PEA agonist 100%. activation, % at 3 µM. Q96RJ0;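 active = activation above the mean activation of all test compounds in the run plus 3 SD, cut at about 38% in these data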
# Target sequence (Q96RJ0 whole entry, looked up): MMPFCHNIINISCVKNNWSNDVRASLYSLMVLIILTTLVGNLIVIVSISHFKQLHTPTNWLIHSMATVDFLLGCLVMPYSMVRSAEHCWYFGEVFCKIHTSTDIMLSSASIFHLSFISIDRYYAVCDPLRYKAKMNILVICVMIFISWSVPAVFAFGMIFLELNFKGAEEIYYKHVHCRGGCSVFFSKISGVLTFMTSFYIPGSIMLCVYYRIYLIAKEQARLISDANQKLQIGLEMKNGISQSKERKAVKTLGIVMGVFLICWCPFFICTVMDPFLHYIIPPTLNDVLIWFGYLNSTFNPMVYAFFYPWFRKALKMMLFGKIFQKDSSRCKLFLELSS
#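 Test system: RD-HGA16 (CHO) cells co-expressing Gα16 and hTAAR1; dosing: one-point dosing at 3 µM (nominal); timing: 17-24 h seeding, 75 min 37 °C dye, 30 min RT; signal: kinetic Fluo-8 calcium fluorescence; read-out basis: % activation relative to PEA EC100 response; controls: DMSO and PEA EC100; replicates: n 1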
# TAAR1 antag – antagonists of human TAAR1. CHO RD-HGA16 TAAR1, Fluo-8 calcium fluorescence, antagonist. hit rate 1.5% among 360,000. Q96RJ0. inhibition, % at 3 µM;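 active = inhibition above a per-plate cutoff, the mean inhibition of test compounds on that plate plus 3 SD, cut at about 49% in these data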;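 also: 0% = DMSO plus EC80 beta-PEA response and 100% = DMSO alone without agonist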
#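 Test system – hTAAR1-expressing CHO RD-HGA16 cells, Gα16-coupled · Also added – β-PEA at EC80 concentration, post-compound challenge · Compound – 3 µM, single point · Incubation – dye loading 75 min at 37 °C, then 30 min room temperature · Measured by – Fluo-8 intracellular calcium dye fluorescence, real-time kinetic reads · Benchmarks – vehicle and agonist controls · Replicates – singlicate, one well per test compound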
# CHO-K1 Ca PAM – M1 PAM counterscreen hit in parental CHO-K1 cells; ATP EC20, Fluo-8 calcium fluorescence; 0% at ATP EC20, 100% at ATP max; activation, % at 3 µM; hit rate 0.02% among 360,000; AID 602247;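 active = activation above the run cutoff, the mean activation of all test compounds plus 3 SD, cut at about 40% in these data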;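 also: peak over basal fluorescence ratio in a 140 s read after ATP addition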
# CHO parental Ca – counter-screen: ATP calcium response change in parental CHO cells; parental CHO-K1, ATP-induced calcium, Fluo-8 fluorescence; inhibition, % at 5.6 µM; hit rate 0.63% among 330,000;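 active = inhibition above that plate's mean sample inhibition plus 3 SD, cut at about 26% in these data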;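 also: 0% = ATP-challenged DMSO wells and 100% = DMSO wells without ATP; some compounds past the cut are filed as inactive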
#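 Material: Parental CHO cells | Reagent: ATP | Compound dosing: Single nominal dose of 5.6 µM per compound | Detection: Intracellular calcium via Fluo-8 no-wash fluorescent dye | Read-out: % inhibition of ATP-induced calcium mobilization | Benchmarks: Low control ATP plus DMSO, high control DMSO only | Replicates: Singlicate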
# * marks the source's active call; other numbers are inactive results; x = not tested or not shown.
SMILES,M1 ag parental,OXTR potentiate,CHRM1 agonist,CHO-K1 Ca antag,V1R ag counter,TAAR1 ag,TAAR1 antag,CHO-K1 Ca PAM,CHO parental Ca
NC(=O)c1ccc(NS(=O)(=O)c2ccc3ccccc3c2)cc1,3.6,-1,-3,-6,2.5,1,-1,18,-8
O=C(NNS(=O)(=O)c1ccc(F)cc1)C1CC(c2cccnc2)=NO1 (configuration not stated),1.3,1,-7,-2,0.7,2,2,22,-5
C/C(=N\Nc1ccccn1)c1cccs1,0.2,-24,-6,15,-1.4,2,-10,-21,5
COc1ccc(NC(=O)C23CC4CC(C2)CC(n2cnc(Br)n2)(C4)C3)c(C)c1,0.2,-1,-4,-1,1.5,11,5,-8,-13
Cc1ccc(-c2nc(CN3CCN(C(=O)C4CCCO4)CC3)cs2)cc1 (configuration not stated),4.7,-9,-1,-20,6.8,-1,-35,7,-2
c1ccc2c(c1)OCCOCCOc1ccccc1OCCOCCO2,6.2,-7,-2,15,3.9,18,53*,-14,-9
CN1CCC(OC(=O)c2ccco2)CC1,1.0,-10,-8,0,0.4,3,-12,-6,-9
COC(=O)c1ccc(COn2c(=O)c(C)[n+]([O-])c3ccccc32)cc1,0.5,4,-5,-7,-1.2,8,-3,11,17
COc1ccc(-c2nnn(CC(=O)N(CC(=O)NCCC(C)C)Cc3cccs3)n2)cc1OC,1.9,2,-5,-7,0.1,9,19,0,-24
O=C(CCc1ccc(S(=O)(=O)NCCc2ccccc2)cc1)NCc1ccc2c(c1)OCO2,4.2,-6,-2,-7,4.5,10,8,18,-6

# A few values from the entries so far:
# NC(=O)c1ccc(NS(=O)(=O)c2ccc3ccccc3c2)cc1 – V1R ag counter: 2.5
# COC(=O)c1ccc(COn2c(=O)c(C)[n+]([O-])c3ccccc32)cc1 – OXTR potentiate: 4
# c1ccc2c(c1)OCCOCCOc1ccccc1OCCOCCO2 – CHRM1 agonist: -2

# (next part)
SMILES,M1 ag parental,OXTR potentiate,CHRM1 agonist,CHO-K1 Ca antag,V1R ag counter,TAAR1 ag,TAAR1 antag,CHO-K1 Ca PAM,CHO parental Ca
Cn1c(=O)c2c(SCC(=O)NCc3ccco3)nc(CC(C)(C)C)nc2n(C)c1=O,2.4,-2,-12,-12,-1.6,3,9,15,-34
Cc1cccc(/C=N/NC(=O)c2cc(Br)ccc2O)n1,6.8,-9,1,-16,9.0,5,-1,4,1
O=S(=O)(Nc1cccc2nsnc12)c1ccccc1,1.1,-8,-6,-3,0.1,7,0,20,0
O=C1CCC(=O)N1c1ccc(NCCc2ccccc2F)c([N+](=O)[O-])c1,0.2,-5,-3,-5,-0.7,1,-5,-8,1
O=C(NCCc1ccc(Cl)cc1)c1ccc2c(c1)OCCO2,1.3,-16,7,1,3.3,7,2,3,-15
CC1=C(C(=O)N(C)C)CC(CC(=O)NCCN2CCOCC2)C(=O)N1CCCN1CCCC1=O (configuration not stated),0.2,x,-6,17,x,2,0,-6,x
Cc1ccc(SCC(=O)OC(C)C(=O)NCc2ccccc2)cc1C (configuration not stated),0.3,0,-3,-2,-0.1,-1,-33,-5,-2
CCC(=O)N1CCN(c2nc(-c3ccccc3)c3c(c2C#N)CCCC3)CC1,-0.4,-8,-10,4,-1.0,-5,17,-6,-27
CC(C)C(=O)N(c1cc2sc(=O)oc2c2ccccc12)S(=O)(=O)c1cccs1,4.1,-2,2,-22,0.2,7,17,22,87*
CCN(Cc1cnn(C)c1)C(=O)c1cc(COc2ccc(F)cc2F)on1,1.2,-3,-1,10,2.2,6,-7,-7,-7
CC(=O)NCCNc1ccc([N+](=O)[O-])cn1,0.4,-2,-7,-9,0.6,4,-13,14,-8
CC(=O)c1cccc(NC(=S)NC(=O)Cc2ccc(Cl)cc2)c1,9.1,-25,21*,-12,21*,94*,57*,34,-2
Cc1cc(NC(=O)c2ccc(S(=O)(=O)N(C)CC3CCCO3)cc2)no1 (configuration not stated),0.5,-9,-4,-1,0.0,1,18,11,6
CC(C)c1nnc(NC(=O)c2nc(S(=O)(=O)Cc3ccccc3F)ncc2Cl)s1,x,-6,x,x,0.5,-2,-7,x,-11
N#CCSc1nnc(C2CCCCC2)n1Cc1ccccc1,1.1,-17,-3,-4,0.0,16,2,18,-13
CCN(C(=O)c1ccc2c(Cl)c3c(nc2c1)CCC3)c1ccc(C)c(C)c1,1.0,-8,-5,4,0.1,1,23,-5,9
CC[C@@]1(C(=O)OC)N[C@H](CN(C)C(=O)c2ccc(C(C)(C)C)cc2)[C@@H]2C(=O)N(Cc3ccccc3)C(=O)[C@@H]21,3.4,5,3,7,-1.6,12,66*,-6,-23
COc1ccccc1-n1cnnc1SCC(=O)NCC1CCCO1 (configuration not stated),-0.8,-5,-4,17,2.6,9,-11,-13,-1
Cc1ccc(NC(=O)c2ccc3c(c2)C(=O)N(c2cc(C)ccc2C)C3=O)nc1,1.6,-8,0,-15,1.5,4,-20,19,9
Cc1ccc(NC(=O)c2cc(N3C(=O)CCC3=O)ccc2N2CCCCC2)cc1,0.8,-10,-6,-17,0.7,6,-1,6,-12
Nc1ccc(-c2nnn(Cc3ccccc3)n2)cc1,0.4,x,-5,4,x,8,-2,9,x
CC1=NC(C#N)=C(C#N)NC(C)(C)C1,0.2,2,-6,0,0.4,0,-8,-9,-2
COc1ccc(O/C(=N\S(=O)(=O)c2ccccc2)c2ccccc2)cc1,0.5,0,-1,6,0.8,1,3,1,-3
CCOC(=O)N1CCN(C(=O)c2cccc(NC3=NC4CS(=O)(=O)CC4S3)c2)CC1 (configuration not stated),0.9,5,1,-1,0.8,8,18,17,1
Cc1cc(C(=O)NNC(=O)c2ccc(Cl)cc2Cl)c(C)o1,0.1,-8,-2,9,-0.2,0,-7,-15,0
CC(=O)Oc1ccc(Oc2ccc(-c3noc(C)n3)cc2)cc1,1.2,-7,-2,2,3.1,7,7,12,-10
O=C(NCC1CCCN1S(=O)(=O)c1cccs1)c1cccc(Cl)c1 (configuration not stated),1.0,-6,-2,-4,-0.2,3,-15,16,-23
CCOC(=O)c1ccc(N2C(=O)CC(Sc3nc(O)c(CC)c(=O)[nH]3)C2=O)cc1 (configuration not stated),0.3,-7,-3,-4,-0.3,8,-1,12,-7
Cc1ccc2[nH]c(=O)c(CN(CCO)C(=O)NCc3ccccc3)cc2c1,0.9,-5,-3,-8,-0.5,4,-22,22,-12
CCC(=O)Nc1cccc(-n2nnnc2SCC(=O)N(C(C)C)C(C)C)c1,1.9,-10,-3,-20,-0.4,3,-17,3,-6
CS(=O)(=O)N(CC(=O)N1CCCCC1)c1sc2c(c1C#N)CCCC2,4.0,-16,0,1,-0.6,3,-2,10,-20
CC(=O)c1cccc(N2C(=NC(=O)COc3ccccc3)SC3CS(=O)(=O)CC32)c1 (configuration not stated),0.4,-5,-2,-13,3.3,3,-6,4,-14
COc1ccc(CCNC(=O)COC(=O)c2ccco2)cc1OC,2.2,-16,-4,-5,-0.1,0,9,20,-6
CO/N=C(\Cn1ncc(N2CCOCC2)c(Br)c1=O)c1ccc(Cl)cc1,0.7,-2,-2,-1,-0.3,1,5,4,-22
CC(CCc1ccccc1)NCC(O)COc1ccccc1 (configuration not stated),3.6,-9,-16,15,3.5,4,13,17,-18
CCCCN(C(=O)NC(=O)Nc1ccc(C)cn1)S(C)(=O)=O,11,-8,-2,-2,0.1,2,15,12,4
COc1cccc(CN(CCC(C)C)S(=O)(=O)c2cc(Br)ccc2Br)c1,0.1,x,-3,-20,x,3,-4,-8,x
COC(=O)CCC(=O)NC(=S)Nc1cc(Cl)ccc1Cl,3.6,-10,0,-24,1.1,4,4,9,3
O=C(O)/C(CC(=O)c1ccc(Cl)cc1)=N/Nc1ccc([N+](=O)[O-])cc1[N+](=O)[O-],2.7,-17,6,-6,0.3,0,1,12,6
CCNC(=S)N/N=C1\C(=O)c2cccc3cccc1c23,1.3,3,-3,-8,1.9,7,-10,19,-9
COc1ccc(CC(=O)Nc2cc(S(=O)(=O)N3CCCCC3)ccc2C)cc1OC,11,-8,-7,-3,5.9,5,32,11,-8
COc1cc(CO)cc(Br)c1OCC(=O)Nc1cccc2ccccc12,1.6,-4,-1,-14,0.1,-1,-4,7,-7
COc1ccc(CNC(NC(=O)c2ccccc2)(C(F)(F)F)C(F)(F)F)cc1,0.1,-2,-6,-8,-0.4,1,-30,12,-2
COc1ccc(CNC(=O)Cn2cnc3c(OCc4ccccc4)ncnc32)cc1,0.3,-5,8,-16,5.1,7,-12,-3,-9
Nc1cc(N)nc(SCC(=O)Nc2cc(S(=O)(=O)N3CCOCC3)ccc2Cl)n1,2.9,-5,-2,1,1.9,6,-22,6,-6

# Among those listed so far, eight contain two or more sulfur atoms:
SMILES,M1 ag parental,OXTR potentiate,CHRM1 agonist,CHO-K1 Ca antag,V1R ag counter,TAAR1 ag,TAAR1 antag,CHO-K1 Ca PAM,CHO parental Ca
O=S(=O)(Nc1cccc2nsnc12)c1ccccc1,1.1,-8,-6,-3,0.1,7,0,20,0
CC(C)C(=O)N(c1cc2sc(=O)oc2c2ccccc12)S(=O)(=O)c1cccs1,4.1,-2,2,-22,0.2,7,17,22,87*
CC(C)c1nnc(NC(=O)c2nc(S(=O)(=O)Cc3ccccc3F)ncc2Cl)s1,x,-6,x,x,0.5,-2,-7,x,-11
CCOC(=O)N1CCN(C(=O)c2cccc(NC3=NC4CS(=O)(=O)CC4S3)c2)CC1 (configuration not stated),0.9,5,1,-1,0.8,8,18,17,1
O=C(NCC1CCCN1S(=O)(=O)c1cccs1)c1cccc(Cl)c1 (configuration not stated),1.0,-6,-2,-4,-0.2,3,-15,16,-23
CS(=O)(=O)N(CC(=O)N1CCCCC1)c1sc2c(c1C#N)CCCC2,4.0,-16,0,1,-0.6,3,-2,10,-20
CC(=O)c1cccc(N2C(=NC(=O)COc3ccccc3)SC3CS(=O)(=O)CC32)c1 (configuration not stated),0.4,-5,-2,-13,3.3,3,-6,4,-14
Nc1cc(N)nc(SCC(=O)Nc2cc(S(=O)(=O)N3CCOCC3)ccc2Cl)n1,2.9,-5,-2,1,1.9,6,-22,6,-6
